Screening data from PubChem.
core dimer inh = HCV core protein dimerization inhibition | TR-FRET GST/Flag-core106 dimerization, 1536-well | inhibition, % at 5 µM | 0.33% of 300,000 active;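 active = inhibition above the mean of all tested compounds plus 3 SD, set per screening campaign, cut at about 45% in these data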
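System: GST/Flag-tagged HCV core106 proteins. Incubation: compound-protein-antibody incubation 4 h at 22.5 °C. Technique: HTRF with 340 nm excitation, 617/671 nm emission. Medium: KF-containing HEPES buffer, pH 7.45, DTT, CHAPS, BSA. Read-out: inhibition (%) from 671 over 617 nm ratio. Also added: Eu(K)-anti-GST 90 ng/mL plus XL665-anti-Flag 1 µg/mL.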
PP1 counter = PP1-alpha (human) inhibition in PP5 counter-screen; purified PP1alpha, OMFP fluorescence; inhibition, % at 6.7 µM; 0.9% of 320,000 active; AID 2235;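 active = inhibition above the mean inhibition of all tested compounds plus 3 SD, computed separately for each screening campaign, cut at about 15% in these data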
GASC-1 inh = blocks human GASC-1 demethylase activity; GST-JMJD2C(1-420) H3K9me3 demethylation, DELFIA europium; inhibition, % at 2.35 µM; 0.069% of 330,000 active; AID 2099;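 active = more than half of a compound's replicate wells show inhibition beyond 50%, single wells judged on their own value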;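 note: signal counts dimethyl H3K9 product captured on neutravidin plate; 0% = median of DMSO wells and 100% = 0.3 times that DMSO median; strong numbers were not always called active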
ZTA counter = ZTA (EBV) inhibition in EBNA-1 counter-screen; inhibition, % at 11 µM; P03206; AID 2234; 0.15% of 320,000 active; ZTA-DNA binding, fluorescence polarization; in the data active = inhibition above about 33%
Target sequence (P03206 whole entry, looked up): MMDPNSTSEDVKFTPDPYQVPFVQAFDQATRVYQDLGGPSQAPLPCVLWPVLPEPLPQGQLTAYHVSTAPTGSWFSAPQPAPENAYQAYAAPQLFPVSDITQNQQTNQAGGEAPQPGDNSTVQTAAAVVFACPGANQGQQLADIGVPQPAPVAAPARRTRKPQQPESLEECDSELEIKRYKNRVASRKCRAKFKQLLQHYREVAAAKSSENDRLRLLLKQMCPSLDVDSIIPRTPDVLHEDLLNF
EBNA-1 inh = blocks EBNA-1 binding to DNA; inhibition, % at 14.8 µM; EBNA-1 DNA binding, fluorescence polarization; 0.34% of 300,000 active; in the data active = inhibition above about 28%
PP5 primary = blocks human protein phosphatase 5 activity; 0.18% of 320,000 active; inhibition, % at 6.7 µM; AID 1987; purified PP5c, OMFP substrate fluorescence;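 active = inhibition above the campaign's mean inhibition across all tested compounds plus 3 SD, cut at about 9.5% in these data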;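 note: 0% = DMSO only and 100% = 100 µM cantharidin control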
Target sequence (P53041 whole entry, looked up): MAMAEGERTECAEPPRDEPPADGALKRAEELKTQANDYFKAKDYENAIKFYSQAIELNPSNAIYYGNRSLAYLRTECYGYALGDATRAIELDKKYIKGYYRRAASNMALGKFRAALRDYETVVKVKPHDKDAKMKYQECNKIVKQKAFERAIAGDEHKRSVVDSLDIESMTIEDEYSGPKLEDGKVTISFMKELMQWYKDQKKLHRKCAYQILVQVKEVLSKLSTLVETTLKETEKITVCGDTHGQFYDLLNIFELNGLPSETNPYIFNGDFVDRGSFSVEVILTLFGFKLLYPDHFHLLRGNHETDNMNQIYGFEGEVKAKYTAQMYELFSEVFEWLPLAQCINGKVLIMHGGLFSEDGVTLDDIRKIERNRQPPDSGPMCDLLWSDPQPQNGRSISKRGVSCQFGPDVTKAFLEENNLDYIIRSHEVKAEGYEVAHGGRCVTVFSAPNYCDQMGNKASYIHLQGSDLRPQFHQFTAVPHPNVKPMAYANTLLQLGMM
Yeast superoxide = yeast age-related superoxide inhibition as caloric restriction mimetic | S. cerevisiae aged cells, superoxide DHE fluorescence; active compounds read low | superoxide response (% of plate mean), % at 10 µM | 0.18% of 330,000 active | AID 2690;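 active = superoxide response under a set limit, about three screen SD below normal, cut at about 65% in these data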;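 note: yeast aged for seven days with compound at 30 °C before DHE staining; 100% = average MFI of all compound-treated wells on the plate with controls excluded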
TPT1 inh = blocks Candida albicans tRNA 2'-phosphotransferase; recombinant caTPT1, FP RNA substrate dephosphorylation; AID 1962; 0.81% of 300,000 active; inhibition, % at 5 µM;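 active = inhibition above the mean of all tested compounds plus 3 SD, set per screening campaign, cut at about 24% in these data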;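 note: plate controls were DMSO alone for no effect and ferristatin control at 100 nM for full effect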
Fh CTSL1 inh = cathepsin L1 inhibition, PFM18AAP counter-screen; recombinant F. hepatica cathepsin L1, Z-Leu-Arg-MCA fluorescence; inhibition, % at 5.96 µM; 0.49% of 300,000 active; AID 1906;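 active = inhibition above the mean of all tested compounds plus 3 SD, set per screening campaign, cut at about 17% in these data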;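 note: 0% = plate median of test compound wells and 100% = 1 µM Z-Phe-Ala-diazomethylketone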
Active calls of the source: *; / = no result given.

SMILES	core dimer inh	PP1 counter	GASC-1 inh	ZTA counter	EBNA-1 inh	PP5 primary	Yeast superoxide	TPT1 inh	Fh CTSL1 inh
CC1=NNC(=O)C1CC(=O)N/N=C(/C)c1cccc([N+](=O)[O-])c1 (configuration not stated)	-0.8	2.4	4.9	0.5	-4.4	0.1	109.0	-1.6	-1.1
CC(=O)Nc1c(C#N)c(C(C)(C)C)cn1C	-0.7	-5.1	-1.5	8.6	5.6	0.0	104.6	0.7	-1.1
COc1cc(CC(NC(C)=O)C(=O)NC2CCN(C(=O)c3ccc(C)cc3)CC2)cc(OC)c1 (configuration not stated)	-5.2	0.1	-8.6	5.2	-13.4	1.2	90.6	0.3	-1.3
Cc1cc(NS(=O)(=O)c2ccc(NC(=S)NC(=O)c3ccc(Br)cc3)cc2)no1	7.8	2.0	7.9	-0.4	3.8	0.0	95.5	-5.1	9.0
COc1ccc(NC2CS(=O)(=O)CC2NCc2ccccc2)cc1 (configuration not stated)	-3.8	-1.6	5.4	-6.8	-0.3	0.9	93.4	-6.4	-1.8
Cc1nc2c(C)cccn2c1/C(O)=C1\C(=O)C(=O)N(CCN(C)C)C1c1ccccc1 (configuration not stated)	-2.2	-3.6	14.5	8.1	1.7	-1.3	86.0	-0.8	-0.2
CNS(=O)(=O)c1ccc(NC(=O)C2CC(=O)N(c3ccc(Cl)cc3)C2)cc1 (configuration not stated)	-4.5	-4.2	-19.3	1.5	-0.7	5.6	110.2	-4.6	-1.2
O=C(Nc1ccc(OC(F)(F)F)cc1)C1CCCN(S(=O)(=O)c2cnc[nH]2)C1 (configuration not stated)	-2.3	-1.2	-16.9	17.4	-10.0	3.7	94.6	2.9	-2.6
COc1cccc(CSc2nc3ccccc3[nH]2)c1	7.0	0.3	-1.1	6.6	-4.1	1.4	83.4	-0.7	-1.6
Cc1ccc2oc(-c3ccc(C)c(NC(=S)NC(=O)c4cccs4)c3)nc2c1	2.7	0.5	-1.6	-11.9	29.2*	0.9	120.4	-1.2	-1.8
CCOc1ccc(S(=O)(=O)NCCC(=O)N2CCCCCCC2)cc1	0.9	0.2	1.8	-4.2	-9.6	0.8	102.9	-2.8	-0.2
CN(c1ccccc1)S(=O)(=O)c1ccc(Cl)c(C(=O)OCC(=O)N2CCOCC2)c1	13.6	0.3	-5.0	0.2	9.7	1.4	105.6	-3.1	-0.9
COc1ccc(CNC(=O)CCC(=O)Nc2nnc(CC(C)C)s2)cc1	-0.6	3.2	8.8	8.9	0.1	-0.3	107.0	3.6	-1.6
NC(=O)CN1CCN(c2cccc(Cl)c2)CC1	3.7	-1.9	-1.6	2.9	-4.2	0.8	91.9	0.4	-1.0
O=C(/C=C/c1ccc(Cl)cc1)NCCSc1ccccc1	0.7	1.2	8.5	-1.6	2.8	-0.4	95.1	-2.8	-0.5
Cc1nnc(-c2ccccc2)c[n+]1[O-]	-5.0	-5.4	-5.5	2.8	-8.2	2.4	111.1	2.4	0.4
Cc1cc(NS(=O)(=O)c2ccc(NC(=O)C(C(C)C)N3C(=O)c4ccccc4C3=O)cc2)nc(C)n1 (configuration not stated)	-10.2	-0.3	19.2	6.3	1.0	-1.1	113.5	-0.5	1.4
COc1cccc(Cn2c(NCc3ccco3)nc3c2c(=O)n(C)c(=O)n3C)c1	-0.4	-4.6	5.4	-3.5	7.4	1.6	97.0	-0.8	-1.3
Cn1c(-c2ccccc2)cnc1N	3.2	1.4	177.2	2.3	0.0	0.0	89.7	-1.7	-2.6
CC(=O)Oc1ccc2nc(CN3C(=O)c4ccc([N+](=O)[O-])cc4C3=O)oc(=O)c2c1	4.3	-4.8	2.0	-14.4	-9.7	1.3	96.0	-0.9	0.4
Cc1ccc(Cl)cc1NC1=NC(=S)N(C(C)C)C12CCCCC2	-3.9	11.1	7.0	6.0	7.3	0.5	101.8	-4.9	-3.2
COc1cc2c(cc1OC)C(c1ccccc1C)CC(=O)N2 (configuration not stated)	0.8	3.5	15.8	-12.6	6.2	1.2	85.1	-1.2	-6.3
CC(C)OP(=O)(OC(C)C)C(Nc1ccccc1)c1ccccc1C(F)(F)F (configuration not stated)	1.1	2.5	0.5	15.9	0.2	6.8	95.1	-0.1	3.8
O=C(OCc1csc(-c2ccccc2)n1)c1ccccc1O	-7.6	-5.2	-3.1	9.2	1.3	-0.9	93.2	-4.5	-2.9
Cn1c(CC(=O)NNC(=O)c2cccnc2)nc2ccccc21	/	-3.0	0.7	-14.7	/	-0.3	94.4	/	/
SMILES	core dimer inh	PP1 counter	GASC-1 inh	ZTA counter	EBNA-1 inh	PP5 primary	Yeast superoxide	TPT1 inh	Fh CTSL1 inh
CCNC(=S)NCCN1CCCCC1	-1.6	-0.2	15.5	-6.8	-0.6	-1.5	96.9	0.5	2.0
Oc1cccc(Nc2nc(O)c(/C=C3\C=Nc4ccccc43)s2)c1	1.6	-1.1	5.9	2.8	-11.0	-0.2	94.7	77.2*	-0.6
Cc1cccc(-c2nnc(SCC(=O)Nc3cc(C)on3)n2C)c1	-8.8	-1.4	-23.6	-1.4	-1.0	1.6	91.5	3.2	-1.7
O=C(NCCCc1ccccc1)c1ccc(CS(=O)Cc2ccc(Cl)cc2)o1 (configuration not stated)	-3.3	4.2	-8.4	-0.4	-0.4	1.8	93.6	2.2	1.3
CN(/C=C1/C(=O)CNC1=O)CCO	-1.4	-1.8	3.9	5.1	-3.5	-1.1	97.2	-2.9	0.2
COc1ccc(C(=O)O)cc1S(=O)(=O)NCCc1ccccn1	0.0	-2.8	2.5	6.6	6.2	-2.1	97.6	-0.5	-2.2
CCn1c(SCC(=O)Nc2cccc(C)n2)nnc1-c1ccco1	-1.6	-4.0	-14.3	6.9	-3.0	-0.8	83.5	4.8	0.4
COc1ccccc1C/C(N)=N/OC(=O)COc1cc(C)cc(C)c1C	13.1	0.8	-3.4	-15.0	-0.8	0.7	98.4	-2.7	-0.8
COCCCN1C(=O)/C(=C/c2ccc(CNS(=O)(=O)c3ccccc3)o2)C(C(=O)OC)=C1C	25.1	0.5	-25.3	15.1	-7.7	1.4	93.6	5.2	6.8
CS(=O)(=O)Nc1ccccc1N=C(c1ccccc1)c1ccccc1	-2.5	-2.5	-15.8	10.2	-5.3	1.2	88.8	0.5	-0.4
Cc1ccc2[nH]c(-c3ccccc3)c(CN3CCCC3)c(=O)c2c1	1.1	-2.2	-6.1	10.3	-13.3	1.4	89.6	-1.0	3.4
Cc1cccc(CCNS(=O)(=O)c2ccc3c(c2)NC(=O)C(C)S3)c1 (configuration not stated)	3.7	0.4	9.0	7.5	7.7	2.4	92.0	-0.3	0.6
Cc1cc(C)c(NC(=O)Cn2nc(-c3ccccc3)nc2-c2ccccc2)c(C)c1	3.9	-1.3	-1.6	-7.4	-9.3	1.1	99.8	-1.6	1.2
Cc1ccc(-n2nnnc2CNC(=O)C2CC(=O)N(c3ccc(F)cc3)C2)cc1C (configuration not stated)	-0.7	-2.9	-23.2	-1.6	-8.5	2.7	107.8	-2.6	1.2
COc1ccccc1C(CNc1ncnc2sc(C)c(C)c12)N(C)C (configuration not stated)	6.8	-1.1	12.3	-2.8	12.2	0.4	97.7	1.2	1.9
S=C(NCCc1ccccc1)N1CCN(C2CCCCC2)CC1	-2.1	-0.8	0.9	-6.8	4.8	0.4	99.0	0.5	-0.3
Cc1ccccc1-c1nc(CS(=O)(=O)CC(=O)NCc2ccc(F)cc2)c(C)o1	-8.5	-0.5	-9.1	-9.6	4.0	4.7	114.3	-1.9	0.0
Cc1cc(C)c(S(=O)(=O)Nc2ccccc2C(=O)OCC(=O)NCc2ccccc2)c(C)c1	6.8	3.1	-9.6	11.8	1.0	3.1	96.7	-4.0	0.9
O=C(CSc1nnc(C2CC2)n1-c1ccccc1)NCCc1ccccc1	1.7	-1.7	3.6	9.2	5.1	-0.5	97.6	-3.0	-3.1
O=C(NN1CCOCC1)c1cccc(Cl)c1	-4.5	-0.8	13.9	7.7	2.2	0.9	97.1	0.8	2.9
O=C(Cn1cnc2cc([N+](=O)[O-])ccc2c1=O)Nc1cccc2ccccc12	5.9	-2.3	-2.9	-1.1	-7.7	0.1	112.5	5.6	7.0
O=C(NC1CCN(Cc2ccccc2)CC1)c1cccc(S(=O)(=O)Nc2ccc(Br)cc2)c1	1.2	3.6	-1.6	10.4	0.6	0.7	108.9	2.7	0.5
COc1ccc(NS(=O)(=O)c2ccc3nc(COc4ccc(Cl)c(C)c4)[nH]c3c2)cc1	6.3	6.1	-3.7	7.1	-2.1	5.0	89.2	0.1	1.0
CC(=O)c1ccc(NC(=O)c2cccc(NC(=O)c3ccccc3)c2)cc1	-11.4	3.8	0.8	10.5	3.4	-0.5	108.9	-1.3	2.8
Cc1cc(C)c2[nH]c(=O)c(C(c3nnnn3C(C)(C)C)N3CCN(C(=O)c4ccco4)CC3)cc2c1 (configuration not stated)	7.1	-1.8	5.0	8.4	-1.0	0.4	97.3	-0.8	4.0
COc1ccc(NC(=O)CSc2ncnc3c2cnn3CCc2ccccc2)cc1	3.8	-3.5	4.2	-1.4	12.5	-1.0	93.1	0.5	-0.6
